PREPL inh: human PREPL enzyme inhibition. Q4J6C6. recombinant PREPL, fluorescence polarization activity-based probe. inhibition, % at 5.96 µM. actives 0.68% (n = 320,000). AID 2751; in the data active means inhibition above about 43%;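 further: 0% = enzyme with DMSO and 100% = wells lacking enzyme; many of its hits are not listed in these tables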
PAFAH2 inh: PAFAH2 (human) inhibition; recombinant PAFAH2, FP-rhodamine activity probe, fluorescence polarization; inhibition, % at 3.39 µM; actives 0.99% (n = 340,000); AID 492956;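 active means inhibition above the mean over all tested compounds plus 3 SD, cut at about 30% in these data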;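 further: inhibitors block probe labeling of enzyme so polarization drops; 0% = enzyme with DMSO and 100% = wells lacking PAFAH2 protein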
pPAFAH inh: inhibitors of human plasma PAF acetylhydrolase (pPAFAH). Q13093. recombinant pPAFAH, FP-rhodamine probe fluorescence polarization. inhibition, % at 3.39 µM. actives 1.5% (n = 330,000). AID 463082;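 active means inhibition above the mean inhibition across the screen plus 3 SD, cut at about 25% in these data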;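 further: inhibitors block binding of the rhodamine activity-based probe so polarization drops; 0% = enzyme with DMSO and 100% = wells lacking pPAFAH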
Target sequence (Q13093 whole entry, looked up): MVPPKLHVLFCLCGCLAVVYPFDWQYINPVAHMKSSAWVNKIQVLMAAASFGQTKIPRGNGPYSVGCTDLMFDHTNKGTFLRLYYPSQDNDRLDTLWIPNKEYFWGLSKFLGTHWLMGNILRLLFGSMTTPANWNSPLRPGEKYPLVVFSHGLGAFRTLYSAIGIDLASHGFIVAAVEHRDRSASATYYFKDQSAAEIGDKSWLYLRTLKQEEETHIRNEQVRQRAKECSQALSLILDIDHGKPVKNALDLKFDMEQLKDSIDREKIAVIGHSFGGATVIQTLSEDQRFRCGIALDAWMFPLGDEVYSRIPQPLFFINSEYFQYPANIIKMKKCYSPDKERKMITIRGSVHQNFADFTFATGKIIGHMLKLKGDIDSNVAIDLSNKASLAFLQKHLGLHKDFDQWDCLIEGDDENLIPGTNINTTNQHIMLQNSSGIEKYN
PAFAH1B2 FP inh: PAFAH1B2 (human) inhibition. P68402. inhibition, % at 3.39 µM. recombinant PAFAH1B2, FP-rhodamine activity probe, fluorescence polarization. actives 1.2% (n = 340,000). AID 492953;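 active means inhibition above the mean of all tested compounds plus 3 SD, cut at about 24% in these data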;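 further: 0% = enzyme with DMSO and 100% = wells lacking PAFAH1B2; many of its hits are not listed in these tables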
Target sequence (P68402 whole entry, looked up): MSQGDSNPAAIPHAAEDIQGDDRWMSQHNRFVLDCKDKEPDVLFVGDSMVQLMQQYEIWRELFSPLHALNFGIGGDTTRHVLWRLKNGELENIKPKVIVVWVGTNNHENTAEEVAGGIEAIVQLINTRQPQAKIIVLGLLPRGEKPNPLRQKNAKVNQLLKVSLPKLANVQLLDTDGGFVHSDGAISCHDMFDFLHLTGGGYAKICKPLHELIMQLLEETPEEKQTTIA
LYPLA1 inh: counter-screen for PME1 inhibitors: inhibitors of human LYPLA1 | recombinant LYPLA1, FP-Rh probe fluorescence polarization | inhibition, % at 5.9 µM | actives 0.16% (n = 320,000) | AID 2174;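 active means inhibition above the mean of all tested compounds plus 3 SD, set per campaign, cut at about 14% in these data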;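 further: inhibitors block serine hydrolase probe labeling of LYPLA1 so polarization falls; 0% = enzyme with DMSO and 100% = wells lacking LYPLA1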
GSTO1 counter: blocks human GSTO1 in RBBP9 counter-screen | recombinant GSTO1, activity-based probe fluorescence polarization | actives 1.1% (n = 300,000) | AID 1974 | inhibition, % at 5.96 µM | P78417;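 active means inhibition above the campaign mean inhibition plus 3 SD, cut at about 35% in these data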;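 further: 0% = GSTO1-1 with DMSO and 100% = wells lacking GSTO1-1 enzyme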
PAD4 inh: PAD4 (human) enzyme inhibition. Q9UM07. AID 485272. inhibition, % at 6.36 µM. recombinant PAD4, RCA probe fluorescence polarization. actives 0.41% (n = 330,000);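 active means percent inhibition above a cutoff equal to the mean of all tested compounds plus 3 SD, cut at about 15% in these data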;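 further: 0% = PAD4 with RCA probe and DMSO and 100% = probe without PAD4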
PAFAH1B3 FP inh: blocks human PAF acetylhydrolase 1B catalytic subunit 3. AID 492972. inhibition, % at 3.39 µM. recombinant PAFAH1B3, FP-rhodamine probe, fluorescence polarization. actives 0.28% (n = 340,000). Q15102;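 active means inhibition above the screen-wide average of all tested compounds plus 3 SD, cut at about 25% in these data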;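 further: 0% = enzyme with DMSO only and 100% = wells lacking PAFAH1B3 protein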
LYPLA2 inh: LYPLA2 (human) inhibition in PME1 counter-screen; O95372; recombinant LYPLA2, FP-Rh probe fluorescence polarization; inhibition, % at 5.9 µM; actives 0.38% (n = 320,000); AID 2177;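 active means inhibition above the screen-wide mean plus 3 SD, limit set per campaign, cut at about 26% in these data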;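 further: 0% = LYPLA2 with DMSO and 100% = wells lacking LYPLA2 enzyme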
Target sequence (O95372 whole entry, looked up): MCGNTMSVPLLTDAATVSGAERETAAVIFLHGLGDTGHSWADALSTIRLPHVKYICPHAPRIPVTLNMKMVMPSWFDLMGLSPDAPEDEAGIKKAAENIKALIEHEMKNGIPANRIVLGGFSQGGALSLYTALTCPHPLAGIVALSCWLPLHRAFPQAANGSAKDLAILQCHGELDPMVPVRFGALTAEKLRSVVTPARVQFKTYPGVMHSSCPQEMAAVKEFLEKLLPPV
* marks the source's active call; other numbers are inactive results; x = not tested or not shown. The list is partial; count on the stated rates, not on these rows.

structure	LYPLA1 inh	pPAFAH inh	PREPL inh	PAFAH2 inh	PAD4 inh	PAFAH1B2 FP inh	GSTO1 counter	PAFAH1B3 FP inh	LYPLA2 inh
Cc1nn(CC(=O)N(C)Cc2ccc(F)cc2)c(C)c1[N+](=O)[O-]	2	8	1	2	-1	8	-3	14	6
S=c1nc(-c2ccccc2Br)[nH][nH]1	-4	8	20	-1	3	-2	3	0	-2
COc1ccc(S(=O)(=O)N2CCOC2CNC(=O)C(=O)NCCCN2CCOCC2)cc1 (configuration not stated)	0	0	0	6	0	2	0	11	1
CC1CCC2(CC1)NC(=O)N(CC(=O)Nc1ccccc1-c1ccccc1)C2=O (configuration not stated)	-2	3	-10	2	1	-3	-5	-3	-5
COc1ccc(-n2c(SCC(=O)N/N=C/c3ccccc3OCC(=O)O)nc3ccccc3c2=O)cc1	-3	1	18	3	-1	-2	5	1	-1
Cc1cc(S(=O)(=O)N2CCN(c3ccccc3C)CC2)ccc1F	-3	-1	-20	1	4	-1	-2	1	5
COc1ccc(-n2c(SCC(=O)Nc3ccc(C(N)=O)cc3)nc3c([nH]c4ccccc43)c2=O)cc1OC	-5	4	-5	6	-4	-4	-7	2	-1
CCOC(=O)COc1ccc(S(=O)(=O)Nc2ccc3c(c2)OCO3)cc1	0	9	24	-1	-3	6	2	0	0
Fc1ccc(NCc2nnc(SCc3nnc(-c4ccccc4)o3)n2CC2CCCO2)cc1 (configuration not stated)	1	3	-3	-2	-1	5	0	-3	9
Cc1cc(C)n2nc(/C(C#N)=C/c3ccccn3)c(C#N)c2n1	5	21	65*	1	-1	5	3	10	0
Cc1ccc(CNC(=O)c2ccc(Br)o2)cc1	0	4	-15	-7	4	9	-1	8	7
COc1cccc(CN2CCNC(=O)C2CC(=O)N(C)CC2CCOCC2)c1 (configuration not stated)	3	0	6	4	-2	8	-1	15	7
O=C(CN(C(=O)CNC(=O)c1cccs1)c1ccc(F)cc1)NC1CCCC1	-2	2	-8	-7	1	3	0	0	3
Cc1ccc(C(=O)Nc2cccc([N+](=O)[O-])c2)cc1S(=O)(=O)Nc1ccc(NC(=O)c2ccccc2)cc1	-14	-18	2	-56	-5	13	-21	-6	-50
O=C(Cn1cnc2c(cnn2-c2ccc(F)cc2)c1=O)N1CCCc2ccccc21	-1	7	8	-3	1	3	0	-7	2

3 structures from above, ordered by count of non-hydrogen atoms, high to low:
structure	LYPLA1 inh	pPAFAH inh	PREPL inh	PAFAH2 inh	PAD4 inh	PAFAH1B2 FP inh	GSTO1 counter	PAFAH1B3 FP inh	LYPLA2 inh
COc1ccc(-n2c(SCC(=O)Nc3ccc(C(N)=O)cc3)nc3c([nH]c4ccccc43)c2=O)cc1OC	-5	4	-5	6	-4	-4	-7	2	-1
CC1CCC2(CC1)NC(=O)N(CC(=O)Nc1ccccc1-c1ccccc1)C2=O (configuration not stated)	-2	3	-10	2	1	-3	-5	-3	-5
Cc1cc(C)n2nc(/C(C#N)=C/c3ccccn3)c(C#N)c2n1	5	21	65*	1	-1	5	3	10	0

(further entries)
structure	LYPLA1 inh	pPAFAH inh	PREPL inh	PAFAH2 inh	PAD4 inh	PAFAH1B2 FP inh	GSTO1 counter	PAFAH1B3 FP inh	LYPLA2 inh
CC(=O)/C(=C/c1ccccc1)C(=O)Nc1ccccc1C	-1	-1	-3	-2	-4	2	1	-3	0
COc1ccc(C(=O)Nc2ccc(NC(=O)c3cc(OC)c(OC)c(OC)c3)cn2)cc1	-6	4	-6	1	2	4	-1	1	-5
C[C@H]1COC(=O)CCC/C=C\C[C@H](CC(=O)N(CCO)Cc2ccccc2)C(=O)N1	x	-2	6	5	4	5	x	6	x
O=C(CCCc1nc2ccccc2s1)Nc1nccs1	-2	4	2	0	3	-8	7	4	0
CC12CCC(C(=O)NCCCn3ccnc3)(OC1=O)C2(C)C (configuration not stated)	-3	0	21	-1	-3	3	-1	4	-2
CCC(=O)c1ccc(OCc2ccc(C(=O)c3ccccc3)cc2)cc1	0	6	-6	-6	-4	8	1	6	3
O=C(CN1CCN(Cc2ccc(Cl)cc2)CC1)N/N=C/c1cccs1	3	0	8	-4	1	7	6	10	3
Cc1cccc(C)c1N(CC(=O)Nc1cccc(N(C)S(C)(=O)=O)c1)S(C)(=O)=O	-1	4	9	-7	-1	1	4	3	2
O=C(NCC(O)c1ccccc1)c1ccc(Cl)c(S(=O)(=O)N2CCCC2)c1 (configuration not stated)	0	0	1	6	1	-2	7	1	3
Cn1ccsc1=NC(=O)c1cc(S(=O)(=O)N2CCOCC2)ccc1Cl	3	-4	2	-1	0	2	-4	9	1
CCCCn1c(N)c(N(CCC(C)C)C(=O)c2cccc(S(=O)(=O)N3CCN(C)CC3)c2)c(=O)[nH]c1=O	-3	7	-1	-1	-1	8	4	17	-7
Cc1cc(C(=O)COC(=O)CN(C)S(=O)(=O)c2ccc(Cl)cc2)c(C)n1Cc1cccs1	-4	10	-4	0	-1	10	12	-5	1
Cc1nn(-c2ccccc2)c(N2CCCC2)c1/C=N/O	-2	3	20	2	2	-1	5	1	1
CCC(C)NC(=O)C1CCC(=O)N(c2cc(OC)c(OC)c(OC)c2)C1c1ccc(OC)cc1 (configuration not stated)	-2	0	10	1	-4	0	1	-2	0
Cc1c(C=O)c2ccccc2n1CC(=O)NCc1ccccc1	0	1	8	3	-7	2	-10	5	-9

With a hit mark in PREPL inh, among the entries above:
| mol | pPAFAH inh | PREPL inh | PAFAH2 inh | PAD4 inh | PAFAH1B2 FP inh | PAFAH1B3 FP inh |
| --- | --- | --- | --- | --- | --- | --- |
| Cc1cc(C)n2nc(/C(C#N)=C/c3ccccn3)c(C#N)c2n1 | 21 | 65* | 1 | -1 | 5 | 10 |

Next structures follow:
structure	LYPLA1 inh	pPAFAH inh	PREPL inh	PAFAH2 inh	PAD4 inh	PAFAH1B2 FP inh	GSTO1 counter	PAFAH1B3 FP inh	LYPLA2 inh
Cc1cc(C(=O)N2CCCC(N3CCN(Cc4ccc5c(c4)OCO5)CC3)C2)n[nH]1 (configuration not stated)	3	5	3	13	2	-3	-3	4	9
C/C(=N/NS(=O)(=O)c1ccccc1)c1ccc(Cl)cc1	0	6	-7	10	-5	4	-1	8	3
CC1=NNC(=O)C1CC(=O)N/N=C(\C)c1cccs1 (configuration not stated)	0	0	5	-1	-2	-2	7	0	-2
O=Cc1ccc(N2CCCCC2)cc1	1	7	-8	2	1	2	-4	7	0
COc1cc(OC)cc(C(=O)Nc2nnc(-c3cccnc3)o2)c1	2	-2	23	4	-4	1	-9	10	-6
Cc1cccc(NC(=O)CN2CCc3cc4c(cc3C2)OCCCO4)c1	-3	5	-6	-2	4	2	4	8	-6
OC(CNCc1cccc(Cl)c1)c1ccccc1 (configuration not stated)	-3	2	-11	-6	-2	2	8	-1	-5
O=S(=O)(c1ccccc1Br)N1CCC(O)(c2cccnc2)CC1	1	-1	12	4	1	4	13	3	-1
CCO[C@@H]1OC(C(=O)N2CCN(Cc3ccc4c(c3)OCO4)CC2)=C[C@H](c2ccc3c(c2)OCO3)[C@H]1CCCO	0	3	28	x	-2	x	1	x	3
CC(C)CN(CCCNC(=O)CN1C(=O)COc2ccc(S(=O)(=O)N3CCC(C)CC3)cc21)CC(C)C	0	9	7	-2	1	5	-4	4	0
CCOC(=O)c1c(C)nc(C)c(C(=O)OCC)c1-c1cccnc1	-4	3	5	-4	-1	-1	-2	7	3
CC(=O)c1cccc(NC(=O)CCS(=O)(=O)c2ccc(Br)s2)c1	-2	-1	7	-9	3	13	-2	3	-4
CCNC(=O)/C=C1\NC(C)(C)Cc2c1ccc1ccccc21	2	3	4	1	-1	-6	1	5	1
Cc1nnc(NC(=O)c2cccc(S(=O)(=O)N3CCCC3)c2)s1	0	3	1	-2	1	5	-2	1	14
O=C(CNC(=O)c1ccc(Br)o1)NCc1ccccc1	3	3	10	-1	-2	5	8	6	3

In the list so far, these have bromine.
structure	LYPLA1 inh	pPAFAH inh	PREPL inh	PAFAH2 inh	PAD4 inh	PAFAH1B2 FP inh	GSTO1 counter	PAFAH1B3 FP inh	LYPLA2 inh
S=c1nc(-c2ccccc2Br)[nH][nH]1	-4	8	20	-1	3	-2	3	0	-2
Cc1ccc(CNC(=O)c2ccc(Br)o2)cc1	0	4	-15	-7	4	9	-1	8	7
O=S(=O)(c1ccccc1Br)N1CCC(O)(c2cccnc2)CC1	1	-1	12	4	1	4	13	3	-1
CC(=O)c1cccc(NC(=O)CCS(=O)(=O)c2ccc(Br)s2)c1	-2	-1	7	-9	3	13	-2	3	-4
O=C(CNC(=O)c1ccc(Br)o1)NCc1ccccc1	3	3	10	-1	-2	5	8	6	3

(list continues)
structure	LYPLA1 inh	pPAFAH inh	PREPL inh	PAFAH2 inh	PAD4 inh	PAFAH1B2 FP inh	GSTO1 counter	PAFAH1B3 FP inh	LYPLA2 inh
CCNC(=O)OCC(CC)NC(=O)OCC(C)C (configuration not stated)	3	2	3	-8	-3	0	0	5	5
O=C(NC1CCCN(C2Cc3ccccc3C2)C1)c1ccc(F)cc1Cl (configuration not stated)	1	2	-33	42*	4	2	5	1	3
COc1cc(C2C3=C(CCCC3=O)Nc3[nH]n(-c4ccccc4)c(=O)c32)ccc1O (configuration not stated)	3	2	5	-4	-5	3	6	2	1
O=C(NNC(=O)c1ccccc1F)c1ccc(S(=O)(=O)N2CCCCC2)cc1	x	-2	14	10	2	10	x	9	x
Cc1ccc(C(=O)NNC(=O)CSc2nnc(-c3ccncc3)n2C)cc1	3	5	3	2	7	6	-2	10	10
COc1ccc(Cl)c(N2CCN(CCCNC(=O)Nc3ccc(C)cc3)CC2)c1	1	6	47*	-3	-1	4	-11	9	1
CC1CCCN(CC(=O)Nc2cccc([N+](=O)[O-])c2)C1 (configuration not stated)	-3	-1	1	2	-6	5	1	-3	-5
COC(=O)/C(C(C)=O)=C(\C=C\N(C)C)N(C)C	-3	2	-4	-8	0	0	3	-1	1
O=C(CCCn1nnc(-c2cccnc2)n1)c1ccc(F)cc1	0	-1	3	10	-2	-3	6	8	-4
O=C(NCCCc1ccccc1)Nc1cccc(Cl)c1	-9	4	-15	-4	0	5	-9	3	-9
O=C(CN1CCOCC1)Nc1ccc(Cl)c(Cl)c1	1	-3	-7	11	0	0	-2	-1	6
O=C(Nc1ccc2c(c1)OCCO2)c1ccc(Cl)cc1	-2	3	12	4	0	4	-3	4	-5
CCn1c(SCC(=O)N2CCCC2)nc2ccccc21	0	-3	8	1	-9	7	-9	12	-1
O=C(NCc1ccc(F)cc1)C1CC(=O)N(C2CCCCCCC2)C1 (configuration not stated)	-4	1	15	7	1	5	4	8	-1
NC(=O)c1cc(S(=O)(=O)N2CCCC2)ccc1OCCOc1ccccc1	0	0	13	8	-5	6	x	-1	-6
CCN(C(=O)COc1ccc(C(=O)c2ccccc2)cc1)c1ccccc1	1	12	6	6	3	6	-4	-2	4
CC1=C(/C=C/C(C)=C/C=C/C(C)=C/CO)C(C)(C)CCC1	3	2	27	7	-3	5	-13	-2	10

Quoted from the listing:
In GSTO1 counter, O=C(NC1CCCN(C2Cc3ccccc3C2)C1)c1ccc(F)cc1Cl (configuration not stated) reads 5
In GSTO1 counter, O=C(NCc1ccc(F)cc1)C1CC(=O)N(C2CCCCCCC2)C1 (configuration not stated) reads 4
